Screens as filed in PubChem BioAssay.
M. tuberculosis HTS – M. tuberculosis growth inhibition, HTS (AID 449762); M. tuberculosis H37Rv growth inhibition, 7H9 media; higher % means a stronger effect; inhibition, % at 25 µM; hits with a dose series show IC50 in µM; 330,000 tested, 0.59% active; in the data active means a potency from the dose series; inconclusive means inhibition above about 70% without an active follow-up result;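 further: bacterial growth assessed after seven days of incubation; strong numbers were not always called active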
H1N1 NS1A inhibition – H1N1 influenza NS1A inhibitors, functional cell based assay (AID 504329). NS1A functional cell-based assay, percent inhibition; higher % means a stronger effect. inhibition, % at 12.5 µM, or IC50 in µM where a hit was titrated. 340,000 tested, 0.3% active; in the data active means a potency from the dose series; inconclusive means inhibition above about 27% without an active follow-up result; further: strong numbers were not always called active
PhoP GFP inhibition – Inhibition of PhoP regulon, Salmonella typhi GFP reporter cells, confirmation, 4 h (AID 1850); 310,000 tested, 0.33% active; Salmonella Typhi PhoP-promoter GFP reporter, fluorescence, 4 h; higher % means a stronger effect; inhibition, % at 50 µM; hits with a dose series show IC50 in µM; in the data active means a potency from the dose series; inconclusive means inhibition mostly from about 25% at the one dose, without a potency; inactive means the rest, 99 in 100 with inhibition below about 19%;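 further: 0% = induced wells with vehicle and 100% = uninduced wells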
VEEV TC-83 Vero – inhibitors of VEEV TC-83 cytopathic effect, confirmation, Vero cells (AID 588727); Vero cells, VEEV TC-83 cytopathic effect inhibition; higher % means a stronger effect; inhibition, % at 20 µM; hits with a dose series show IC50 in µM; 350,000 tested, 0.13% active; in the data active means a potency from the dose series; inconclusive means inhibition mostly from about 14% at the one dose, without a potency; inactive means the rest, 99 in 100 with inhibition below about 12%; further: strong numbers were not always called active
tuberculosis growth – growth inhibition of non-replicating M. tuberculosis (AID 488890); Mycobacterium tuberculosis non-replicating, growth inhibition; higher % means a stronger effect; one-dose inhibition, % at 25 µM; IC50 in µM for titrated hits; 320,000 tested, 0.39% active; in the data active means a potency from the dose series; inconclusive means inhibition mostly from about 82% at the one dose, without a potency; inactive means the rest, 99 in 100 with inhibition below about 76%;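 further: plate controls were DMSO cells for no effect and high antibiotic wells for full effect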
* marks the source's active call; other numbers are inactive results; i = inactive; ? = inconclusive; . = no result given.

Preview (7 entries):
SMILES	M. tuberculosis HTS	H1N1 NS1A inhibition	PhoP GFP inhibition	VEEV TC-83 Vero	tuberculosis growth
C=CC12C=CC=CN1C(C(=O)OC)=C(C(=O)OC)C(C(=O)OC)=C2C(=O)OC (stereo not given)	-3%	18%	0%	0.7%	1%
COC(=O)c1cc(Sc2c(Cl)cccc2Cl)ccn1	?	-3%	13%	1.8%	?
Cc1ccc(OCCCC(=O)NCc2ccco2)c(C)c1	-4%	.	1%	.	27%
O=C(CN1CCOCC1)n1c2c(c3ccccc31)CCCC2	2%	2%	5%	i	-4%
CCc1ccc(-c2nn(Cc3ccccc3)cc2C=O)cc1	-3%	-3%	3%	1.9%	23%
CC(OC(=O)c1ccc2c(=O)n3c(nc2c1)CCC3)C(N)=O (stereo not given)	-3%	-4%	3%	i	-9%
Cc1ccc(Sc2c(C(=O)Nc3ccc(F)cc3F)c(C(F)(F)F)nn2C)cc1	25%	-6%	-12%	i	?

This part in full (from the top)
SMILES	M. tuberculosis HTS	H1N1 NS1A inhibition	PhoP GFP inhibition	VEEV TC-83 Vero	tuberculosis growth
C=CC12C=CC=CN1C(C(=O)OC)=C(C(=O)OC)C(C(=O)OC)=C2C(=O)OC (stereo not given)	-3%	18%	0%	0.7%	1%
COC(=O)c1cc(Sc2c(Cl)cccc2Cl)ccn1	?	-3%	13%	1.8%	?
Cc1ccc(OCCCC(=O)NCc2ccco2)c(C)c1	-4%	.	1%	.	27%
O=C(CN1CCOCC1)n1c2c(c3ccccc31)CCCC2	2%	2%	5%	i	-4%
CCc1ccc(-c2nn(Cc3ccccc3)cc2C=O)cc1	-3%	-3%	3%	1.9%	23%
CC(OC(=O)c1ccc2c(=O)n3c(nc2c1)CCC3)C(N)=O (stereo not given)	-3%	-4%	3%	i	-9%
Cc1ccc(Sc2c(C(=O)Nc3ccc(F)cc3F)c(C(F)(F)F)nn2C)cc1	25%	-6%	-12%	i	?
O=C(N/N=C/c1c(Cl)cccc1Cl)c1n[nH]c2c1CCCC2	7%	4%	4%	0.9%	41%
Cc1cc(C)nc(NC(=O)CSc2ccccn2)n1	15%	1%	-8%	0.1%	-4%
CCn1c2nc(SCCN3CCOCC3)nnc2c2cc(C)cc(C)c21	9%	-7%	-17%	9.5%	36%
CCCNC(=O)c1oc2ccc3c(c2c1C)C=CC(C)(C)O3	?	3%	-6%	0.2%	69%
O=C(CSc1ncc(-c2ccccc2)n1-c1ccccc1)NCc1ccco1	3%	4%	2%	8.8%	21%
S=C1NCN(C2CCCCC2)CN1Cc1ccccc1	2%	13%	-4%	i	6%
COc1ccccc1NC(=O)C1(C)Cc2ccccc2C(=O)O1 (stereo not given)	7%	2%	4%	1.8%	38%
COc1ccc(NC(=O)Cn2nnc(C(=O)NCc3ccc(C)cc3)c2N)cc1Cl	5%	0%	3%	1.5%	-6%
CC1(C)N=C(N)N=C(N)N1c1ccc(Oc2ccc(Cl)cc2)c(Cl)c1	7%	30%	34µM*	i	75%
O=C(Cn1ccc2ccccc2c1=O)NCCC(=O)N1CCCCC1	3%	7%	0%	1.2%	-17%
Cc1ccnc(N2CCC(C(=O)Nc3ccc4c(c3)CCC4)CC2)n1	-4%	-10%	-17%	3.4%	4%
CN1C(=O)C(=O)N(CC(=O)N2CCc3ccccc32)C1=O	0%	-25%	4%	i	10%
c1ccc2nc(-c3ccncc3)ccc2c1	-14%	-17%	-5%	0.3%	2%

Reprinted at random: two compounds from above.
SMILES	M. tuberculosis HTS	H1N1 NS1A inhibition	PhoP GFP inhibition	VEEV TC-83 Vero	tuberculosis growth
COc1ccc(NC(=O)Cn2nnc(C(=O)NCc3ccc(C)cc3)c2N)cc1Cl	5%	0%	3%	1.5%	-6%
O=C(Cn1ccc2ccccc2c1=O)NCCC(=O)N1CCCCC1	3%	7%	0%	1.2%	-17%

Further entries:
SMILES	M. tuberculosis HTS	H1N1 NS1A inhibition	PhoP GFP inhibition	VEEV TC-83 Vero	tuberculosis growth
Fc1ccc(-c2nnn(Cc3ccc(F)cc3Cl)n2)cc1	3%	-2%	11%	1.7%	75%
O=C(Nc1cccc(Cl)c1)c1cc2c(=O)n3ccccc3nc2s1	-2%	-11%	-3%	5.3%	-22%
CNc1oc(/C=C/c2cccc(OC)c2)nc1C#N	7%	-8%	-1%	4.2%	35%
Cc1cc(C)cc(OCc2ccc(C(=O)N3N=C(C(F)F)CC3(O)C(F)F)o2)c1 (stereo not given)	-3%	-8%	0%	0.4%	46%
CCOC(=O)c1c(C)[nH]c(C)c1C(=O)CSc1nc2ccccc2c(=O)n1-c1ccc(Cl)cc1	5%	-5%	-3%	?	13%
Cc1ccc2nc(SCC(=O)Nc3c(F)cccc3F)[nH]c2c1	4%	8%	17%	2.6%	66%
CCOC(CNCc1cc(C)c2[nH]c3ccccc3c2c1C)OCC	.	1%	.	34%	.
CC(C)(C)CC(=O)Nc1ccc(-c2nnc3n2CCCCC3)cc1	-4%	-9%	4%	1.0%	-1%
CC1(c2ccc(Cl)cc2)NC(=O)N(CC(=O)N2CCc3ccccc3C2)C1=O (stereo not given)	1%	-2%	.	6.4%	33%
CC1=C/C(=N\NC(=O)c2ccc(O)cc2)CC1	0%	-2%	-6%	i	50%
CSc1nnc([C@@H]2CCCN2C(=O)OC(C)(C)C)o1	-1%	3%	-20%	0.6%	1%
CCc1ccc(NC(=O)C(C)OC(=O)c2ccc(NS(=O)(=O)c3ccc(C)c([N+](=O)[O-])c3)cc2)cc1 (stereo not given)	-7%	23%	-8%	i	25%
CC(C)[C@H](NC(=O)N1c2ccccc2NC(=O)[C@@H]1C(C)C)C(=O)N1CCC(C(=O)O)CC1	-9%	2%	3%	0.4%	0%
COc1cccc(-c2nnc(NC(=O)c3ccc4ncsc4c3)o2)c1	?	4%	-4%	2.2%	9.1µM*
CC(C)CNC(=O)c1cc(-c2ccc(Cl)c(Cl)c2)on1	-2%	-11%	-17%	0.2%	-2%
Fc1ccc(CSc2nncn2NCc2ccccc2)cc1	14%	2%	-9%	0.3%	0%
Cc1cc(C)cc(NC(=S)Nc2ccccn2)c1	49%	3%	-9%	0.8%	36%
COc1ccc(N2CCN(C(=O)COC(=O)c3ccc(OC(F)F)cc3)CC2)cc1	-4%	-6%	.	0.5%	30%
O=C(CSc1nnc(-c2ccc(S(=O)(=O)N3CCCC3)cc2)o1)NCC1CCCO1 (stereo not given)	0%	2%	-22%	1.4%	57%
Cc1c(C(=O)NCc2ccccc2CN2CCCC2)oc2ccccc12	.	7%	.	0.1%	.
O=C1[C@@H]2CSCN2C(=O)CN1CCc1cccc(F)c1	-14%	1%	-9%	2.1%	7%
O=C(CSc1nnc(-c2ccncc2)o1)c1cccc([N+](=O)[O-])c1	42%	1%	2%	0.2%	71%
Cc1ccnc(NC(=O)CCNS(=O)(=O)c2ccc(C)c(C)c2)c1	0%	-9%	-5%	5.7%	-14%
CN(C)c1ccc(NC(=O)CCN2C(=O)c3cccc([N+](=O)[O-])c3C2=O)cc1	1%	3%	-4%	i	5%
Cc1occc1C(=O)N/N=C/c1c[nH]c2ccccc12	6%	1%	14%	3.8%	6%
Cc1cc(C)c(S(=O)(=O)N2CCCC(C(=O)NC3CC3)C2)c(C)c1 (stereo not given)	-5%	-3%	-5%	i	-11%
COc1cccc(NC(=O)C(=O)NCC2CCCN2S(=O)(=O)c2ccccc2)c1 (stereo not given)	14%	-8%	-6%	7.2%	28%
Cc1ccc2nc(-c3ccccc3)c(-c3ccccc3)nc2c1	2%	-2%	-2%	3.5%	9%
CCOC(=O)CSc1ncnc2c1nnn2-c1ccc(F)cc1	?	0%	-4%	1.0%	?
CCN1C(=O)/C(=C/C2=Cc3ccccc3OC2C)SC1=S (stereo not given)	-10%	.	-15%	i	-4%
CC(C)OCCCNC(=O)c1c(N)n(/N=C/c2cccs2)c2nc3ccccc3nc12	-5%	-7%	-3%	2.1%	-6%
COCc1cc(=O)n2[nH]c(C(F)(F)F)nc2n1	1%	-1%	1%	0.4%	-6%
CN(C(=O)c1ccc(NC(=O)C2CCCN(C(=O)OC(C)(C)C)C2)cc1)C1CC1 (stereo not given)	-5%	-3%	.	i	7%
O=C(NCc1ccccc1)C1CCN(S(=O)(=O)c2cccc3cccnc23)CC1	-1%	7%	12%	0.8%	5%
COCCn1c(SCC(=O)NC2(C#N)CCCCC2)nc2ccccc2c1=O	-5%	-1%	.	0.8%	7%
CCS(=O)(=O)c1ccc2oc(SCC(=O)c3c(N)n(C4CC4)c(=O)[nH]c3=O)nc2c1	1%	-2%	.	2.2%	-13%
CCN(CC)C(=O)C1CCN(C(=O)c2oc3ccc(C)cc3c2C)CC1	1%	4%	14%	4.1%	-6%
CCOc1c(C(N)=O)cc([N+](=O)[O-])cc1[N+](=O)[O-]	8%	-4%	-4%	0.1%	7%
C=CCOC(=O)C(=O)/C=C/c1ccc2c(c1)Cc1ccccc1-2	1%	8%	2%	0.2%	28%
Cc1ccccc1NS(=O)(=O)c1cc(S(C)(=O)=O)ccc1Cl	-4%	10%	-12%	0.7%	1%
CCCOc1ccc(OCCOCCNCc2ccccc2)cc1	-7%	12%	2%	i	71%
COc1ccnc2c1c(=O)n(Cc1ccc(Cl)cc1Cl)c(=O)n2C	-1%	3%	-6%	0.6%	.
CN(C)c1ccc(/C=N/NC(=O)c2cc(-c3ccc4c(c3)OCO4)n[nH]2)cc1	-5%	-20%	0%	?	6%
Cc1nc(SCC(=O)NC(=O)NCc2ccccc2)nc(C)c1C	-1%	8%	-1%	2.2%	-3%
COc1ccc(N2CCN(CCCNC(=O)C(=O)c3c(C)n(C)c4ccccc34)CC2)cc1	7%	18%	-1%	i	40%
COc1ccccc1Nc1nc(N)nc(CSc2nccn2C)n1	0%	7%	-5%	i	-18%
CCC(OC(=O)c1ccco1)C(=O)NCc1ccc(OC)cc1 (stereo not given)	5%	-2%	3%	1.7%	4%
CSc1ccccc1NC(=O)CN(C)Cc1ccc(Br)cc1	10%	-2%	10%	3.4%	41%
COc1ccc(OCC(=O)N2CCN(Cc3c[nH]c4ccccc34)CC2)cc1	.	2%	.	i	.
CC(C(=O)NCc1cccs1)n1cccc1 (stereo not given)	-1%	-19%	-23%	1.9%	26%
CSc1ccccc1C(=O)NCc1cccnc1	0%	0%	-1%	0.8%	-8%
Cc1cc(Br)c2c(c1)=C(c1sc(N3CCCCCC3)nc1O)C(=O)N=2	.	-1%	.	6.6%	.
O=S(=O)(c1ccc(Oc2ncnc3scc(-c4ccccc4)c23)cc1)N1CCOCC1	?	2%	-6%	7.2%	55%
COC(=O)C(O)(c1c(C)[nH]c2ccccc12)C(F)(F)F (stereo not given)	-10%	-11%	3%	1.0%	8%
CCOC(=O)CCCNC(=O)COC(=O)[C@@H]1CCCN1S(=O)(=O)c1ccc(Cl)cc1	4%	-4%	-13%	0.5%	2%
COc1ccc2nc(N/C(N)=N/C(=S)Nc3c(C)cccc3C)nc(C)c2c1	-6%	-2%	2%	5.4%	23%
O=C(Nc1ccc(N2CCCC2)cc1)c1ccc(Br)cc1	9%	10%	-6%	0.6%	66%
CCC(C)(C)NC(=S)Nc1ccccc1C	0%	2%	-14%	i	-1%
COc1ccccc1C1CC(c2ccco2)=NN1c1ccccc1 (stereo not given)	10%	9%	-5%	i	20%
CN(C)c1ccc(C(=S)NC2CCCCC2)cc1	3%	5%	-3%	0.5%	35%
Further results follow.
SMILES	M. tuberculosis HTS	H1N1 NS1A inhibition	PhoP GFP inhibition	VEEV TC-83 Vero	tuberculosis growth
O=c1nc(SCc2cccc(C(F)(F)F)c2)nc2ccccn12	2%	-5%	7%	0.3%	18%
N#C/C(=C\c1cc([N+](=O)[O-])c(N2CCCCC2)cc1N1CCCCC1)c1nn(-c2ccccc2)c(N)c1C#N	59%	12%	5%	5.1%	1%
Fc1ccc(-c2csc3ncnc(N4CCN(Cc5ccccc5)CC4)c23)cc1	-6%	-14%	-7%	2.9%	3%
O=[N+]([O-])c1ccc2nc(SCc3ccccc3Cl)sc2c1	-4%	1%	-5%	i	77%
CC(NC(=O)C1CCN(S(=O)(=O)c2cccc3cccnc23)CC1)c1ccccc1 (stereo not given)	0%	5%	8%	4.6%	-23%
CCCCCCCCNS(=O)(=O)CCNC1CCCCC1	.	-7%	.	i	.
CC(=O)NCCCc1nc2ccccc2n1Cc1cc(C)ccc1C	5%	-14%	-4%	i	23%
O=[N+]([O-])c1ccc2ncnc(Nc3ccc4c(c3)OCCO4)c2c1	2%	3%	5%	0.1%	.
CCN1CCN(C(c2ccc(F)cc2)c2nnnn2Cc2ccc3c(c2)OCO3)CC1 (stereo not given)	3%	4%	4%	0.5%	2%
CC(C)C(=O)N1c2ccccc2NC2=C(C(=O)CCC2)C1c1ccc(N(C)C)cc1 (stereo not given)	-6%	1%	-4%	1.3%	0%
